Source: PubChem
V-ATPase pHluor = regulators of yeast V-ATPase proton transport. S. cerevisiae, pHLuorin cytosolic pH fluorescence. response, % at 10 µM. hit rate 0.37% among 350,000. AID 504577; in the data active = response mostly above about 7.3%, no sharp cut-off; inactive = mostly below about 5.4%; note: actives read high; inactives centre near 0; some compounds called inactive have numbers as strong as hits; reference of the scale not given here
MOR-DOR ag = OPRM1-OPRD1 heterodimerization agonism; P35372+P41143; cells, luminescence; AID 504326; activation, % at 9.3 µM; hit rate 0.3% among 340,000; in the data active = activation above about 18%;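 note: 0% = vehicle-treated cells and 100% = reference agonist; values of inactives mirror those of a sister screen read the other way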
Keap1-Nrf2 PPI = disrupts human Keap1 binding to Nrf2 peptide; inhibition, % at 9.4 µM; Keap1 Kelch-Nrf2 peptide fluorescence polarization, 1536-well; hit rate 0.15% among 340,000; Q14145; in the data active = inhibition above about 12%;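 note: human Keap1 Kelch domain with fluorescein labeled Nrf2 9mer peptide probe; 0% = neutral control wells and 100% = peptide positive control; higher means more block of Keap1 binding to Nrf2 peptide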
Target sequence (Q14145 whole entry, looked up, the tested form may be a part): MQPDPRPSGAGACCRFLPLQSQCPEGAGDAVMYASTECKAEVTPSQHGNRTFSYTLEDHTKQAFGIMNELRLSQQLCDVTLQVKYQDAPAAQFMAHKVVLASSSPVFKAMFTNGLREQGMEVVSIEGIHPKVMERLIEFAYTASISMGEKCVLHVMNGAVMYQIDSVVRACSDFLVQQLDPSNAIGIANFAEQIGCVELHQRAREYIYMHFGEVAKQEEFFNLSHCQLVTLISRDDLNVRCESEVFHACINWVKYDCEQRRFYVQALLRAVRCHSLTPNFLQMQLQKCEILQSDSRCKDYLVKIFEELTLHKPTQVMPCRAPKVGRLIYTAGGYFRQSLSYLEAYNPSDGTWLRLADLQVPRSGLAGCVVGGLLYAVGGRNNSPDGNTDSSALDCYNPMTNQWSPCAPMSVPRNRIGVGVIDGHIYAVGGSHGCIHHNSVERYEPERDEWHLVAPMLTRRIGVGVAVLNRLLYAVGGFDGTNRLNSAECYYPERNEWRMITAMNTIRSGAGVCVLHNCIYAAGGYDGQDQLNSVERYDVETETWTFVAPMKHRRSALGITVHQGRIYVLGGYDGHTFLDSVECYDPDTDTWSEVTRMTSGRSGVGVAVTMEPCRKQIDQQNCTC
CAL PDZ FP = blocks peptide binding to the human CAL PDZ domain; inhibition, % at 24.9 µM; purified CAL PDZ, TMR-peptide fluorescence polarization, 1 h; hit rate 0.92% among 300,000; Q9HD26;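 active = mean inhibition of at least 30% with at least half of replicates also reaching 30%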;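 note: 0% = DMSO neutral control and 100% = excess unlabeled competitor peptide PRC23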
OPRM1-OPRD1 inv = inverse agonist of human OPRM1-OPRD1 heterodimerization | P35372+P41143 | cell-based MOR-DOR heterodimer luminescence, inverse agonism | inhibition, % at 9.3 µM | hit rate 0.21% among 340,000 | AID 504357; in the data active = inhibition above about 22%, passing the limit was not always enough;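 note: 0% = cells with DMSO and 100% = wells without cells with DMSO; values of inactives mirror those of a sister screen read the other way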
cardiac RTF act = increases calcium sensitivity of human cardiac regulated thin filaments; P19429+P45379; IANBD-labeled TnC RTF fluorescence at EC20 calcium; 0% EC20 calcium, 100% full calcium; activation, % at 7.2 µM; hit rate 0.24% among 340,000;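 active = activation above the mean over all tested compounds plus 3 SD, cut at about 30% in these data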;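 note: rise in fluorescence read as greater calcium sensitivity of cardiac thin filaments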
Cardiac RTF inh = cardiac RTF calcium desensitization. P19429+P45379. IANBD-labeled cardiac RTF, Ca2+ fluorescence. inhibition, % at 7.15 µM. hit rate 0.12% among 340,000;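 active = inhibition above the mean inhibition of all tested compounds plus 3 SD, cut at about 17% in these data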;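 note: assay run at fixed EC70 calcium of 1.6 mM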
HTR5A inv ag = HTR5A inverse agonism, opioid heterodimer counter-screen; HTR5A cell line, luminescence; inhibition, % at 9.3 µM; hit rate 0.083% among 340,000; AID 504634; in the data active = inhibition mostly above about 23%, no sharp cut-off; inactive = mostly below about 18%;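 note: 0% = cells with DMSO and 100% = no-cell wells with DMSO; some compounds called inactive have numbers as strong as hits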
Target sequence (P47898 whole entry, looked up): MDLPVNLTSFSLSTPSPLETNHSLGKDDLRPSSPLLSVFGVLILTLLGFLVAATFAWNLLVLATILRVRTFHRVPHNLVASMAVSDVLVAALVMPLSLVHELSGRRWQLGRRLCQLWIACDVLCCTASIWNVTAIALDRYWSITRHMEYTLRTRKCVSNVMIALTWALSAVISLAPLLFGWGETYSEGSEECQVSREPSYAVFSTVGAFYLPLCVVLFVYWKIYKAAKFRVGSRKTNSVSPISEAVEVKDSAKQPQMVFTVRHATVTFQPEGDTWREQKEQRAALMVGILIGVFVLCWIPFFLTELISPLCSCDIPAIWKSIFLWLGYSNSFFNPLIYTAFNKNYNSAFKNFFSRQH
C-LANA FP = KSHV C-LANA DNA binding inhibition; inhibition, % at 9 µM; MBP-C-LANA/FAM-LBS DNA binding, fluorescence polarization; AID 504423; hit rate 0.078% among 340,000;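 active = highest replicate inhibition at or above 60% at 9 µM, even if other replicates fall short; inactive = all replicates below 60% inhibition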;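 note: 0% = neutral control wells and 100% = 4 µM acridine orange control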
HTR5A ag = counter-screen for OPRM1-OPRD1 agonists: human HTR5A agonism | HTR5A agonist assay, luminescence, cell-based | P47898 | AID 504692 | activation, % at 9.3 µM | hit rate 0.61% among 340,000; in the data active = activation mostly above about 9.5%, no sharp cut-off; inactive = mostly below about 7.6%;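 note: 0% = cells with vehicle only and 100% = reference agonist; strong numbers were not always called active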
* = called active by the depositor; . = not tested or not shown. An unsorted share of the library (roughly 2.8% active in at least one column).

structure,OPRM1-OPRD1 inv,C-LANA FP,Cardiac RTF inh,CAL PDZ FP,Keap1-Nrf2 PPI,MOR-DOR ag,HTR5A inv ag,HTR5A ag,cardiac RTF act,V-ATPase pHluor
NC(N)=NS(=O)(=O)c1ccc(NC(=S)NC(=O)c2ccncc2)cc1,3,-1.5,-6,6,0,-0.4,22,-4,-2,0
O=[n+]1cc(-c2cccc3ccccc23)n([O-])c2c1CCC2,13,0.0,1,-1,-6,-2.9,-8,0,1,3
Cc1ccc2nc(NC(=O)CCn3c(=O)sc4ccccc43)sc2c1,-25,0.1,-3,-3,-1,4.3,-9,1,-7,0
COc1ccc(S(=O)(=O)NCC(=O)N(CC(=O)NCc2ccccc2)Cc2ccco2)cc1,-3,-0.9,4,-1,-5,0.4,-9,0,-9,-3
CCOc1ccccc1NC(=O)C(OC(=O)c1cnccn1)c1ccccc1 (stereo not drawn),15,0.4,-11,-4,-4,-2.8,-12,4,11,4
CCNC(=S)N=Nc1c(O)n(Cc2ccc(Cl)cc2)c2ccccc12,22,-1.4,-4,2,0,-3.6,2,-1,-6,1
O=C(/C=C/c1ccccc1)NCC(=O)N/N=C/c1ccco1,2,-0.3,-2,-3,8,-0.5,15,-2,-6,-2
COc1ccc(N(CC(=O)NCc2ccco2)S(=O)(=O)c2ccc(C)cc2)cc1OC,12,-1.3,-31,0,0,-2.2,-15,5,0,-5
Cc1nn(-c2ccccc2)c(N)c1N=Nc1cccnc1,18,0.2,-8,-3,-2,-3.8,0,0,0,-1
COc1ccc(N2C(=O)CC(N3CCN(S(=O)(=O)c4cc(C)ccc4C)CC3)C2=O)cc1 (stereo not drawn),8,3.1,5,-2,1,-1.8,-9,-1,3,1
COc1cc2c(cc1OC)C(C(=O)Nc1cc(C)c(OC)c(C)c1)CC(=O)N2 (stereo not drawn),10,0.9,-2,-2,-4,-2.1,-4,1,-2,-2
COc1ccc(C)cc1NC(=O)CN(C)S(=O)(=O)c1ccc2c(c1)n(C)c(=O)c(=O)n2C,9,-1.4,-4,.,-4,-1.8,-1,4,1,1
O=C1OC(c2ccccc2)c2ccccc21 (stereo not drawn),11,-0.7,9,-1,2,-1.6,23,-1,2,3
Oc1ccccc1C1=Nc2ncnn2C(c2ccccc2)C1 (stereo not drawn),15,0.0,-7,.,-2,-2.9,-9,-5,0,-1
Oc1ccccc1Cn1nnc2ccccc21,13,-0.7,3,-7,1,-2.4,16,7,-1,2

The last two records of the part above lead into the next:
structure,OPRM1-OPRD1 inv,C-LANA FP,Cardiac RTF inh,CAL PDZ FP,Keap1-Nrf2 PPI,MOR-DOR ag,HTR5A inv ag,HTR5A ag,cardiac RTF act,V-ATPase pHluor
Oc1ccccc1C1=Nc2ncnn2C(c2ccccc2)C1 (stereo not drawn),15,0.0,-7,.,-2,-2.9,-9,-5,0,-1
Oc1ccccc1Cn1nnc2ccccc21,13,-0.7,3,-7,1,-2.4,16,7,-1,2
COc1cc(NS(=O)(=O)c2ccc(Cl)cc2)c(C(=O)O)cc1OC,10,2.0,-5,-2,3,-2.2,16,6,3,0
C=CCn1c(SCC(=O)NC(=O)c2cccc([N+](=O)[O-])c2)nnc1-c1ccccc1,3,2.9,-1,-1,-3,-0.7,-16,2,3,3
CN(C(=O)CNc1ccccc1Cl)C1CCS(=O)(=O)C1 (stereo not drawn),14,1.7,-3,-17,1,-3.4,-8,3,-3,0
CS(=O)(=O)N(Cc1ccccc1)c1ccc(C(=O)NC2CCCCC2O)cc1 (stereo not drawn),1,0.2,-5,-1,-1,-0.2,22,5,1,1
COC(=O)CCC(=O)c1oc2ccc(OC)cc2c1N,12,-2.8,-5,-3,-1,-2.1,3,-2,3,-3
COC(=O)c1cc(S(=O)(=O)NCCc2cccc(C)c2)cn1C,-9,0.7,1,1,1,1.7,10,0,-1,-4
COc1ccc(NC(=O)CN2CCCN(S(=O)(=O)c3ccc(F)cc3)CC2)c(OC)c1,12,-1.5,-6,-3,3,-2.4,21,1,3,-2
O=C(COc1ccccc1)OCc1cc2ccccc2[nH]c1=O,10,0.5,0,-4,-2,-1.7,8,0,4,-5
Cc1cccc(C)c1NS(=O)(=O)c1ccc2c(c1)C(=O)c1ccccc1C2=O,-34,0.3,10,1,-2,6.6,2,9,-7,-2
O=C1C2CCCN2C(c2cccc(F)c2)N1c1cccc(Cl)c1 (stereo not drawn),13,0.2,-5,.,3,-2.6,-1,0,2,4
Cc1cc(C)cc(C(=O)NCC(=O)N2CCN(c3cccc(Cl)c3)CC2)c1,-36,-0.8,-47,-3,0,6.8,-23,3,-5,-1
COc1ccccc1NS(=O)(=O)c1cc(C(=O)NCCC(C)C)ccc1F,5,-1.0,-2,.,1,-1.1,-1,0,-1,1
Cc1cc(C)cc(OCCCCn2cncn2)c1,21,-0.4,-3,-2,2,-4.4,-6,2,-10,-4
Cn1nc(C(F)(F)F)c(/C=N/OC(=O)c2ccccc2Cl)c1SCc1ccc(Cl)cc1,3,-1.1,-3,-2,1,-0.7,-19,-1,-1,-4
COC(=O)c1cc(OC)c(OC)cc1NC(=O)Nc1cccc(C(C)=O)c1,9,-0.2,-1,-5,-1,-1.8,13,-1,-1,-3
COc1ccc2nc(SCC(=O)NC3CCCCC3C)[nH]c2c1 (stereo not drawn),2,1.1,-14,-5,-5,-0.7,-2,-2,-1,1
CCn1c(=O)c(C(=O)Nc2nc3ccccc3[nH]2)c(O)c2ccccc21,-69,1.7,3,-3,-5,14,-28,12,-5,0
Cc1c(C(=O)NC2CC2)oc2ccc(S(=O)(=O)N3CCCCCC3)cc12,1,-0.2,-19,.,-5,-0.2,19,-7,12,4
COc1ccc(C)cc1NC(=O)c1ccccc1N(C)S(=O)(=O)c1ccccc1,14,-0.5,3,4,-6,-2.8,-18,7,6,10
Nc1nc(SCCO)[nH]c(=O)c1NC(=O)c1ccc(Br)o1,5,-0.4,-5,-4,-2,-0.8,-8,2,-5,0
O=[N+]([O-])c1cccc(S(=O)(=O)N2CCN(S(=O)(=O)N3CCCCCC3)CC2)c1,8,-0.8,0,-6,-4,-1.4,5,2,-4,-3
COC(=O)c1ccccc1NC(=O)C1CCN(S(=O)(=O)c2cc(OC)ccc2OC)CC1,4,0.5,3,.,-2,-0.9,12,5,-1,-4
CC(=O)c1c(C)[nH]c(C(=O)OCc2cccc(C)c2)c1C,-6,1.5,-21,-18,0,1.1,-2,1,-2,-1
Nc1ccc(C(=O)NCC2(c3ccccc3)CCCC2)cc1,11,1.3,-6,-4,2,-2.3,-4,1,-1,1
Cc1cc2c(cc1S(=O)(=O)CCC(=O)NCCc1ccccc1)OCC(=O)N2,-7,-0.1,3,.,-10,1.2,-15,5,17,7
Cc1ccccc1-n1nc2c(c1NC(=O)CC(C)C)CS(=O)C2 (stereo not drawn),20,-1.2,-9,.,-3,-4.0,3,-1,-1,0
CC(C)Cn1cc(C(=O)N2CCC(C)CC2)c2c3ccccc3n(C)c2c1=O,13,0.7,4,-2,0,-2.4,0,0,-1,4
Cc1ccc(C(=O)c2ccccc2C(=O)OCC(=O)Nc2cccc([N+](=O)[O-])c2)cc1,17,-1.1,-5,-2,-2,-3.1,-13,2,6,1
C=Cn1cc[n+](CC(=O)c2cccs2)c1,1,-0.1,-6,-3,0,-0.2,1,0,-8,0
CCOC(=O)Nc1ccc(OC)c([N+](=O)[O-])c1,2,-0.2,6,.,-2,-0.4,-3,1,3,0
Clc1ccccc1-c1nnc2sc(-c3ccco3)nn12,-4,-3.1,0,4,3,0.7,-11,4,3,0
Cc1[nH]c(=O)c(C#N)c(C)c1CCC(=O)N(C)CC(=O)Nc1ccc(Cl)c(Cl)c1,1,-1.2,-4,4,0,-0.1,-1,1,-4,.
CNS(=O)(=O)c1cccc(C(=O)OCC(=O)Nc2ccc(N3CCCCC3)cc2)c1,4,0.2,0,.,-6,-0.8,-8,2,4,-2
CC(COC(=O)c1ccccc1)(COC(=O)c1ccccc1)/[N+]([O-])=C/c1ccccc1,-8,2.7,-2,-3,-4,1.6,20,1,20,9
O=C(CN(C1CCCCC1)S(=O)(=O)c1ccc(Cl)cc1)N1CCOCC1,-2,0.5,-5,-3,-1,0.4,-8,3,0,-1
O=S1(=O)NC(=NCC(c2ccco2)N2CCCCC2)c2ccccc21 (stereo not drawn),12,-0.2,3,1,1,-2.3,-31,-1,-2,2
CC(=O)Nc1ccccc1NS(=O)(=O)c1cccc([N+](=O)[O-])c1,11,-1.0,-18,-2,0,-1.9,6,-2,7,5
Cc1ccc(NS(=O)(=O)c2cc(C(=O)OCC(=O)NCC3CCCO3)ccc2C)cc1 (stereo not drawn),-7,2.1,0,-5,-9,1.5,-24,1,2,-2
Cc1c(C(=O)n2cnc3ccccc32)cccc1[N+](=O)[O-],9,-0.4,-4,-15,-3,-1.6,-2,1,1,1
Cn1c(N)c(C(=O)COC(=O)c2cccc(S(=O)(=O)NCc3ccccc3)c2)c(=O)n(C)c1=O,5,0.9,5,-5,-2,-1.2,-1,1,-4,7
Cc1ccc(C)c(NC(=O)CSc2nnc(C)c(=O)n2N)c1,-2,2.4,-6,-2,4,0.3,7,-2,2,1
CCOc1ccc(CNC(=O)C2CCN(S(=O)(=O)CC)CC2)cc1OC,10,-0.1,-2,-1,-2,-1.8,11,4,-1,0
Cc1cc(Cl)ccc1OC(C)c1nnc(N)s1 (stereo not drawn),1,1.0,-1,1,2,-0.2,19,2,-5,-4
CCC1CCCCN1C(=O)CSc1nnc(N)s1 (stereo not drawn),16,-0.2,4,-3,2,-3.2,12,-3,-3,-5
O=C(CN1C(=O)NC(Cc2c[nH]c3ccccc23)C1=O)Nc1ccccc1Br (stereo not drawn),3,0.5,5,-3,0,-0.8,-9,4,0,3
O=C(/C=C/c1ccccc1Cl)Nc1ccccc1,.,0.2,.,6,-1,.,.,.,.,0
N#Cc1ccccc1S(=O)(=O)N1CCN(CC(O)CN2CCOCC2)CC1 (stereo not drawn),3,0.4,-11,-4,-6,-0.7,15,-6,2,-3
COc1cc(OC)cc(C(=O)N[C@H](C(=O)Nc2cc(F)ccc2C)C(C)C)c1,8,-2.3,-2,1,-6,-1.6,-1,0,-7,-2
OCCCNCc1ccc(N(c2ccccc2)c2ccccc2)cc1,-31,1.2,-20,.,2,3.8,-12,3,-2,-7
O=C1C=C(c2ccc3c(c2)oc2ccccc23)C[C@@H](c2ccc(Cl)cc2)C1,-4,0.9,4,1,3,0.8,-14,2,1,-2
COc1ccc(-c2nnn(CC(=O)NC(=O)NC3CCCCC3)n2)cc1OC,6,1.9,-13,-2,-2,-1.6,-22,7,1,2
CCCCSc1cc(C)nc(N)n1,2,-0.6,-5,39*,-4,-0.5,14,1,3,-4
COc1cccc(C(=O)N/N=C(\CC(C)C)c2ccccc2)c1,-1,-1.0,-7,.,3,0.2,6,-2,5,2
CCOc1ccccc1N(CC(=O)Nc1ccc2c(c1)OCO2)S(C)(=O)=O,5,1.7,-6,0,-2,-0.9,-11,2,14,0
